FN deposit inh = fibronectin deposition inhibition; AID 743247; inhibition, % at 12.6 µM; 0.086% of 350,000 active; AH1F fibroblasts, Alexa488-fibronectin deposition fluorescence, overnight;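 active = mean inhibition across replicates of 30% or more, regardless of how many single replicates reach that level; inconclusive = mean under 30% yet at least half of replicates reach 30%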;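 note: positive control wells lacked labelled fibronectin entirely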
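material = AH1F fibroblast monolayer depositing Alexa488-labelled fibronectin into matrix | amount = 10000 AH1F cells/well | buffer or medium = DMEM plus 2% serum, read in PBS | incubation = 1 h cell adhesion before compound, then overnight fibronectin incubation | detection = fluorescence at 485 nm excitation, 525 nm emission | evaluation = percent inhibition as loss of matrix-bound fibronectin fluorescence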
Statin myotox sup = suppression of simvastatin myotoxicity | C2C12 myotubes + simvastatin, ATP luminescence, 48 h; scaled: DMSO 0, geranylgeraniol control 100 | rescue of ATP level, % at 7.49 µM | 0.78% of 330,000 active | AID 602340;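 active = mean ATP rescue above about 67%, or every replicate alone reaching that limit, limit read from the data, passing the limit was not always enough; inconclusive = no clear call, values can overlap the other calls; inactive = mean under the limit and some replicate under it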;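 note: myotubes were challenged with 10 µM simvastatin during compound exposure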
esBAF inh = SWI/SNF esBAF complex inhibition; mouse ES cells, Bmi1-luciferase knock-in reporter, 24 h; 100% = twice the neutral-well signal; reporter increase, % at 12.5 µM; 2% of 350,000 active; in the data active = activation above about 40%; inconclusive = no clear call, values can overlap the other calls;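 note: 0% = median of the plate's neutral control wells and 100% = double that signal; a rise in the Bmi1 reporter signal indicates esBAF inhibition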
SIRT5 block = inhibitors of human sirtuin-5 desuccinylase; Q9NXA8; inhibition, % at 15 µM; 1.1% of 330,000 active; Purified SirT5, succinyl-peptide AMC, trypsin-coupled fluorescence; in the data active = inhibition above about 15%; inconclusive = no clear call, values can overlap the other calls
Target sequence (Q9NXA8 whole entry, looked up): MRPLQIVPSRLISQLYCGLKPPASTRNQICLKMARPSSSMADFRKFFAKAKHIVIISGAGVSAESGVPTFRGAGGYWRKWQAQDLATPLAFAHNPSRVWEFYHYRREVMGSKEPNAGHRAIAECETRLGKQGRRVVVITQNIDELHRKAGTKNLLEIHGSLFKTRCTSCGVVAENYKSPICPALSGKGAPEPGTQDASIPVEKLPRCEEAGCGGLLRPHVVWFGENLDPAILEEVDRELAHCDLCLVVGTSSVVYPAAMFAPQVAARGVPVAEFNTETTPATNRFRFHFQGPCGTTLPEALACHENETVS
CASP6 VEID inh = inhibitors of human caspase-6; AID 686996; inhibition, % at 12.5 µM; purified caspase-6, Z-VEID-R110 cleavage fluorescence; 0.53% of 350,000 active; P55212;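 active = mean inhibition across replicates at least about 35%, with every replicate also reaching that limit, limit read from the data; inconclusive = only one of the two criteria met; inactive = neither criterion met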;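 note: 0% = median of neutral control wells and 100% = no fluorescence left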
Target sequence (P55212 24-179 limits assumed): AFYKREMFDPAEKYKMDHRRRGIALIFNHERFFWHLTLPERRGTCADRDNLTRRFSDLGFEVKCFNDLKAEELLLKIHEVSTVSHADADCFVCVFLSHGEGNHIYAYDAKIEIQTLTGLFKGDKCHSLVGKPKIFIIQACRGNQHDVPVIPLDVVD
Target sequence (P55212 194-293 limits assumed): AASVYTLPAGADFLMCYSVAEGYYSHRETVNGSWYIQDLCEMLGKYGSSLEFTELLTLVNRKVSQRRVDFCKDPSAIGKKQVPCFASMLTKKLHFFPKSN
S100A4 MyoIIA = blocks human S100A4 binding to myosin IIA peptide; 0.14% of 360,000 active; S100A4/TAMRA-MyoIIA peptide fluorescence polarization; inhibition, % at 10.7 µM;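 active = mean inhibition of at least 70% across replicates, with every replicate also reaching that level; inconclusive = mean inhibition reaches 70% but some replicates fall short; inactive = mean inhibition below 70%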
Target sequence (P26447 whole entry, looked up): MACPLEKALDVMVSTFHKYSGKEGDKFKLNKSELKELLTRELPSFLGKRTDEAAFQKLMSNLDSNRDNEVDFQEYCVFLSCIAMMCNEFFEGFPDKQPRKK
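assay system = human S100A4 monomer with TAMRA-labelled myosin IIA peptide | also added = labelled myosin peptide probe, 5 nM | incubation = 5 min between mix addition and reading | control set = DMSO and TFP controls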
LGR2 antag = Drosophila LGR2 receptor signaling inhibition. HEK293 LGR2, CRE-luciferase, bursicon-stimulated, 4 h. inhibition, % at 9.99 µM. 0.35% of 380,000 active. AID 720647;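 active = drop in luminescence signal, shown as inhibition above about 50% in the replicate tests, limit read from the data, passing the limit was not always enough; inconclusive = probably only some replicates passing the limit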;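 note: agonist challenge used bursicon conditioned medium at about half maximal strength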
* marks the source's active call; other numbers are inactive results; ? = inconclusive; nt = no result given; & = joins results of further samples.

SMILES	FN deposit inh	Statin myotox sup	esBAF inh	SIRT5 block	CASP6 VEID inh	S100A4 MyoIIA	LGR2 antag
O=C(c1cc(COc2cccc(C(F)(F)F)c2)on1)N1CCC(c2ccncc2)CC1	nt	-17.5	-7.1	2.6	4.7	4.4	-6.7
Cc1ccc(NC2=NCCC2)cc1Cl	9.6	8.6	5.7	nt	nt	nt	nt
CN(C)c1cccc2c1c(NC(=O)Nc1ccccc1)nn2C	7.8	0.6	-2.9	-1.4	-3.5	-4.3	-9.6
COc1ccc(C(CNC(=O)CN2C(=O)NC(C)(c3ccc4ccccc4c3)C2=O)N2CCCC2)cc1 (stereo not drawn)	-9.7	-1.8	-4.0	-3.8	0.3	-5.4	10.8
COc1ccc(NC(=O)c2ccc3c(=O)n4c(nc3c2)CCCCC4)cc1	4.8	-9.9	19.8	-3.9	-0.5	-0.8	-3.9
CC(=O)NC(CC(=O)Nc1ccc(S(=O)(=O)N2CCOCC2)cc1)c1ccccc1 (stereo not drawn)	-7.3	2.2	-6.9	-3.6	1.1	10.9	-9.7
CCN1CCN(c2ncnc3c2cnn3-c2ccc(Cl)cc2)CC1	-20.8	-5.8	14.1	-0.3	38.4*	-2.5	nt
C[C@@H]1CN([C@@H](C)CO)C(=O)c2cccc(NC(=O)Nc3ccc(C(F)(F)F)cc3)c2O[C@H]1CN(C)C(=O)Nc1cccc2ccccc12	16.0	nt	5.0	-1.7	-2.5	-26.7	?
CCOC1=C2CN(S(=O)(=O)c3ccc(C)cc3)C(c3cccc(Cl)c3)CC2N(S(=O)(=O)c2ccc(C)cc2)C(c2ccncc2)C1 (stereo not drawn)	9.9	nt	nt	1.8	18.0	-3.0	9.8
O=C(NC1=NCCS1)c1ccc2c(c1)C(=O)N(Cc1ccco1)C2=O	nt	11.8	9.4	-1.4	-3.6	-3.5	-3.2
Cc1ccc(NC(=O)CS(=O)CC(=O)Nc2ccccc2-c2ccc(C)o2)cc1 (stereo not drawn)	-7.9	nt	nt	3.7	6.9	0.3	-5.0
O=C(Nc1ccc(Cl)cc1F)c1cccc2ccccc12	-7.8	8.1	46.9*	-1.9	0.8	-6.8	-25.3
COc1ccc(CN(C)C[C@@H]2Oc3ccc(NS(=O)(=O)c4ccc(OC)cc4)cc3CC(=O)N([C@H](C)CO)C[C@H]2C)cc1	nt	47.0	-0.6	-1.6	nt	8.0	20.7
COc1cc(OC)c(NS(=O)(=O)c2cc(Br)cnc2N)cc1Cl	5.6	22.9	0.1	-1.0	-1.8	14.3	2.4
CCOc1ccc(S(=O)(=O)NCCC(=O)NCC(c2ccco2)N2CCCCC2)cc1 (stereo not drawn)	10.4	0.0	-3.9	-1.7	-3.3	-4.1	-0.4
CCOC(=O)C1=C(Nc2ccccc2)CC(C)(O)C(C(=O)OCC)C1c1ccc(Cl)cc1 (stereo not drawn)	0.4&2.0	-8.2	1.9	4.6&0.9	-3.5&-2.1	-3.4&1.5	-6.3&8.2
CC(C)C#Cc1ccc2c(c1)O[C@@H](CN(C)C(=O)CC1CC1)[C@@H](C)CN([C@@H](C)CO)S2(=O)=O	4.0	?	8.4	nt	nt	nt	9.6
O=C(NCCCn1ccnc1)c1ccc(F)cc1	-3.5	-4.5	-0.2	nt	-2.5	-2.1	-6.3
Cc1nc(NC(=O)c2ccccc2)sc1C	-4.4	-6.6	6.0	1.7	1.7	-12.8	-0.7
COc1cccc(S(=O)(=O)N2C[C@H](O)COC[C@@H]3O[C@@H](CC(=O)Nc4ccccc4)CC[C@H]32)c1	8.1	-4.9	0.5	-0.1	-1.1	7.3	3.4

Profiles from above. Screens in order: FN deposit inh	Statin myotox sup	esBAF inh	SIRT5 block	CASP6 VEID inh	S100A4 MyoIIA	LGR2 antag
O=C(Nc1ccc(Cl)cc1F)c1cccc2ccccc12 is listed as -7.8	8.1	46.9*	-1.9	0.8	-6.8	-25.3
CC(C)C#Cc1ccc2c(c1)O[C@@H](CN(C)C(=O)CC1CC1)[C@@H](C)CN([C@@H](C)CO)S2(=O)=O is listed as 4.0	?	8.4	nt	nt	nt	9.6

Remaining list, next part.
SMILES	FN deposit inh	Statin myotox sup	esBAF inh	SIRT5 block	CASP6 VEID inh	S100A4 MyoIIA	LGR2 antag
CCc1noc(C)c1C(=O)OCC(=O)Nc1ccccc1SC	4.8	-3.6	nt	0.1	0.9	-0.6	9.9
Cc1noc(C)c1NC(=O)N(C)C[C@@H]1Oc2ccc(NS(=O)(=O)c3cn(C)cn3)cc2C(=O)N([C@H](C)CO)C[C@H]1C	nt	2.5	-0.4	4.9	-1.8	-7.4	-1.2
COc1ccc(-c2cnc3c(c2)C(=O)N([C@H](C)CO)C[C@@H](C)[C@H](CN(C)C(=O)C2CCOCC2)O3)cc1	nt	-10.5	-2.4	-0.6	1.1	-0.8	-4.0
COc1cccc(-c2cnc3c(c2)C(=O)N([C@@H](C)CO)C[C@@H](C)[C@@H](CN(C)C(=O)CC2CC2)O3)c1	-13.6	nt	-3.5	-2.4	0.7	-25.8	-9.9
Cc1ccc(OCCC(=O)Nc2ccccc2C(=O)N2CCCCC2)cc1	2.2	9.0	8.9	-5.0	-79.8	-0.1	-18.0
COc1ccccc1C(=O)NCC(=O)N/N=C/c1cn[nH]c1-c1ccccc1	7.4	nt	nt	-2.6	5.4	3.2	17.1
COc1ccc(CNC(=O)C2CCCN(S(=O)(=O)c3cccc4nsnc34)C2)cc1 (stereo not drawn)	-7.5	-0.3	3.0	-0.4	-1.3	-1.6	2.9
COC(=O)c1ccc(CNC(=O)N2CCN(S(=O)(=O)c3ccc(C)cc3)CC2)cc1	1.5	7.0	3.9	1.3	-1.7	?	-8.1
Cc1cc(S(=O)(=O)NC(C)C)ccc1OCC(=O)N1CCOCC1	6.0	6.8	0.2	nt	nt	nt	6.0
COc1ccc(CCNC(=O)c2c(C)nn(CC(C)C)c2Cl)cc1OC	-0.7	nt	nt	-0.3	0.8	-3.3	10.3
CS(=O)(=O)Oc1ccc(/C=C2\C(=N)N3N=C(CC(=O)N4CCOCC4)SC3=NC2=O)cc1Cl	-3.5	10.3	1.8	5.3	12.9	-2.1	9.6
CC(=O)N(C)C[C@@H]1Oc2ncc(-c3cccc(F)c3)cc2C(=O)N([C@H](C)CO)C[C@H]1C	8.5	-5.3	1.9	-0.7	0.3	13.2	10.0
CC(=O)Nc1ccc2c(c1)C(=O)N(C)[C@H]1CC[C@@H](CC(=O)N3CCc4ccccc4C3)O[C@@H]1CO2	2.0	2.3	4.9	nt	nt	nt	3.3
CCc1cc(C(=O)N2CCCC(C(=O)c3cccc(OC(C)C)c3)C2)n(C)n1 (stereo not drawn)	11.8	-1.1	1.0	2.5	3.2	-5.2	8.4
O=c1cc2c(n[nH]1)CCCC2	nt	3.6	-1.8	nt	nt	nt	-26.7
Cc1nc(-c2ccccn2)nc(SCC(=O)c2ccc(F)cc2)c1Cl	-2.7	-0.3	4.5	-1.5	-3.7	-4.8	12.6
CC(C)NC(=O)N(C)C[C@@H]1Oc2ccc(NC(=O)Nc3ccccc3)cc2CC(=O)N([C@H](C)CO)C[C@@H]1C	nt	1.9	3.5	-2.5	-4.1	27.3	5.4
CCOC(=O)[C@H]1[C@H]2COc3ccc(Br)cc3[C@@H]2N2C(=O)c3cc(Br)ccc3NC(=O)[C@@]12C	6.3	16.3	-1.6	-3.5	-3.1	-7.2	24.3
COc1cc(C(=O)Nc2cc(C)nn2-c2ccccc2)cc(OC)c1OC	2.9	2.8	-2.0	0.3	1.0	-3.3	-0.4
CCCn1c(CN2CCCCC2CC)nc2c1c(=O)n(C)c(=O)n2C (stereo not drawn)	-8.2	-0.1	-5.8	-3.4	-0.7	-5.2	nt
C[C@H](CO)N1C[C@H](C)[C@H](CN(C)Cc2ccc(C(F)(F)F)cc2)Oc2ccc(NS(=O)(=O)c3cccs3)cc2CC1=O	nt	4.0	-3.6	-1.3	0.1	-5.3	16.4
NS(=O)(=O)c1cc(C(=O)O)c(NCc2ccco2)cc1Cl	-8.4	5.7	-4.2	-0.2	3.8	-0.1	nt
C=C1[C@@H](CCO)N(S(=O)(=O)C(C)(C)C)C[C@@H]1C	5.4	11.2	-3.2	-4.4	0.1	0.2	-9.0
COc1ccc(S(=O)(=O)N2CCCCC2)cc1NC(=O)Cc1ccc(Br)cc1	5.4	-24.9	-0.2	6.1	1.9	-0.9	19.1
O=C(COC(=O)c1cccc(Br)c1)NC(=O)NC1CCCC1	-2.7	-4.9	-2.9	-0.3	4.2	3.4	-4.5
CC(=O)c1ccc(NC(=O)C2CCCN2S(=O)(=O)c2cccs2)cc1 (stereo not drawn)	nt	4.1	1.3	0.6	-2.9	-0.5	8.6
Cc1nc2ccccc2c(=O)n1/N=C/c1cccnc1	3.8	-7.0	2.1	nt	nt	nt	nt
CSc1sc(-c2ccnc(=S)[nH]2)c(-c2ccccc2)c1C#N	-0.5	nt	nt	-1.4	-2.7	-2.2	-1.5
O=C(Nc1nnc([C@H]2C[C@H](O)[C@@H](CO)O2)s1)c1cccc(C(F)(F)F)c1	-4.2	-2.4	0.7	0.9	23.7	0.1	nt
COCCNC(=O)CSc1nnc(NC(=O)C2CC(=O)N(c3ccccc3OC)C2)s1 (stereo not drawn)	0.6	5.0	2.6	-2.4	5.0	-4.3	-7.2
O=C(/C=C/c1ccccc1)NC(=S)Nc1ccc2c3c(cccc13)CC2	1.8	nt	nt	0.2	0.9	4.1	nt
COc1ccc(CSc2nc(N3CCOCC3)c3c(c2C#N)CC(C)(C)OC3)cc1	5.8	-2.8	0.5	nt	nt	nt	nt
CC(C)(C)c1ccc(OCC(O)CN2CCOCC2)cc1 (stereo not drawn)	2.3	nt	nt	0.3	-3.2	-1.1	-7.0
O=C(C[C@@H]1CC[C@@H]2[C@H](COC[C@H](O)CN2S(=O)(=O)c2ccc(F)cc2)O1)N[C@H]1CCN(Cc2ccccc2)C1	-7.5	-8.9	5.8	0.5	-0.6	-8.0	10.1
O=C(Nc1cccc2ccccc12)NC1CCCc2ccccc21 (stereo not drawn)	5.9	19.5	-14.6	nt	nt	nt	nt
C[C@H]1CN([C@@H](C)CO)C(=O)Cc2cc(N(C)C)ccc2O[C@H]1CN(C)CC1CC1	-3.9	-29.9	2.0	-2.9	-7.0	-7.6	16.1
Cc1ccc(Oc2ccc(Oc3ccc(C)cc3)nn2)cc1	1.2	-9.2	14.9	nt	nt	nt	nt
CCN(CC)S(=O)(=O)c1cc([N+](=O)[O-])ccc1N=Nc1c(O)[nH]c2ccccc12	2.2	nt	nt	-2.1	-0.2	7.3	2.5
O=C(C[C@@H]1CC[C@@H]2[C@H](COC[C@@H](O)CN2CC2CC2)O1)NCc1ccc(Cl)cc1	-2.9	6.3	0.6	2.7	-2.6	-6.3	-3.6
CO[C@H]1CC[C@H]2CCOc3ccc(C#N)cc3C(=O)N(C)CCCC(=O)N(C)C[C@@H]1O2	-6.0	-6.3	4.6	-1.4	4.3	-7.4	23.8
COc1ccc(S(=O)(=O)Nc2ccc3c(c2)CC(=O)N([C@@H](C)CO)C[C@H](C)[C@@H](CN(C)S(C)(=O)=O)O3)cc1	-6.2	7.5	3.4	nt	11.0	10.3	15.9
CCNC(=S)NNC(=O)c1csc(C)c1	3.5	nt	nt	-0.8	-1.8	-2.2	-4.1
COc1ccc(N2CCN(S(=O)(=O)CCNC(=O)COc3ccccc3C)CC2)cc1	nt	29.2	nt	-1.2	-2.3	-4.2	-41.2
N#C/C(=C\c1ccccc1OCC(=O)O)c1nc2ccccc2[nH]1	-2.7	-3.7	15.2	-2.1	3.4	-4.8	-10.3
CN1c2ccc(-c3ccccc3F)cc2[C@@H]2[C@@H](CCN2C(=O)Nc2cc(F)ccc2F)[C@@H]1CO	3.0	15.1	1.3	nt	nt	nt	5.3
Cc1ccc(-c2cc(NC=O)c3ncc(-c4cnn(C)c4)n3c2)cc1	3.3	2.8	-20.3	2.1	6.3	-1.7	-14.3

The list is partial (hit frequency here may not be typical).
